# From PubChem BioAssay
# Abeta yeast res = A-beta toxicity reversal in yeast | yeast expressing A-beta42, growth rescue, OD600, 48 h; response scale: 0% DMSO, 100% iron-clioquinol control | Potency, µM (doses to about 46.1 µM), without a hit: at the top dose growth rescue, actives largely listed as activators | actives 0.063% (n = 410,000) | AID 1347071; note: potency is the fitted concentration of half-maximal effect; nearly all actives have a fitted effect of over 55% in size
#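 Yeast A-beta toxicity model in growth medium with pinned compounds, 48 h at 30 C; growth read as absorbance at 600 nm. Normalized to FeCl3/clioquinol equimolar mix (positive) and DMSO (negative).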
# Mm-Cpn inhibitor = inhibitors of Methanococcus maripaludis chaperonin (MmCpn); purified Mm-Cpn ATPase, ADP Transcreener TR-FRET; Potency, µM (series often up to 76.9 µM), for the others: at the top dose activity, negative = inhibition, hits mostly inhibitors; actives 0.031% (n = 330,000); AID 504842; note: potency is the fitted concentration of half-maximal effect; % is set by controls: 0 for no effect and ±100 for the full control effect; nearly all actives have a fitted effect of over 80% in size
#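 Purified archaeal chaperonin (25 nM final) was preincubated with compound for 10 min at 37°C, then ATP (10 uM final) was added for 30 min at 37°C in Tris pH 7.4/KCl/MgCl2/DTT buffer. ADP was quantified by HTRF Transcreener TR-FRET.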
# aSyn yeast inh = alpha-synuclein toxicity inhibition in yeast. Yeast expressing alpha-synuclein, growth rescue, BacTiter-Glo, 24 h. Potency, µM (highest dose often 46.1 µM), without a hit: top-dose growth rescue (activation), usual class: activators. actives 0.14% (n = 370,000). AID 652106; note: potency is the fitted concentration of half-maximal effect; % of control where 0% means no effect; nearly all actives have a fitted effect of over 65% in size
#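 Rescue of yeast growth: cells expressing toxic alpha-synuclein, induced in galactose at OD600 0.02, incubated with compound 24 h at 30 C. ATP luminescence quantified growth; inhibitors of toxicity appear as activators.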
# FUS yeast rescue = FUS proteinopathy suppression in yeast. S. cerevisiae FUS-expressing, growth rescue, OD600, 24 h. Potency, µM (top dose mostly 76.6 µM), for the others: top-dose growth rescue (activation), hits mostly activators. actives 0.24% (n = 390,000);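 note: potency is the fitted concentration of half-maximal effect; plate controls were DMSO vehicle for no effect and reference control for full effect; nearly all actives have a fitted effect of over 55% in size; some results filed as inactive show a strong effect at the top dose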
#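 S. cerevisiae expressing FUS from galactose induction served as the toxicity model. Growth after 24hr at 30C, read as absorbance at 600 nm, indicates suppression of toxicity; compounds dosed at several concentrations.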
# GLP1R inv ag = acts as inverse agonist at human GLP-1 receptor | P43220 | HEK293 GLP-1R CRE-luciferase, luminescence, 24 h; GLP-1R form is constitutively active | Potency, µM (titrated, usually from 38.3 µM), without a hit: at the highest dose activity change, negative = inhibition, most hits filed as inhibitors | actives 1.6% (n = 410,000) | AID 624417; note: potency is the fitted concentration of half-maximal effect; % is set by controls: 0 for no effect and ±100 for the full control effect; nearly all actives have a fitted effect of over 55% in size
# Target sequence (P43220 whole entry, looked up): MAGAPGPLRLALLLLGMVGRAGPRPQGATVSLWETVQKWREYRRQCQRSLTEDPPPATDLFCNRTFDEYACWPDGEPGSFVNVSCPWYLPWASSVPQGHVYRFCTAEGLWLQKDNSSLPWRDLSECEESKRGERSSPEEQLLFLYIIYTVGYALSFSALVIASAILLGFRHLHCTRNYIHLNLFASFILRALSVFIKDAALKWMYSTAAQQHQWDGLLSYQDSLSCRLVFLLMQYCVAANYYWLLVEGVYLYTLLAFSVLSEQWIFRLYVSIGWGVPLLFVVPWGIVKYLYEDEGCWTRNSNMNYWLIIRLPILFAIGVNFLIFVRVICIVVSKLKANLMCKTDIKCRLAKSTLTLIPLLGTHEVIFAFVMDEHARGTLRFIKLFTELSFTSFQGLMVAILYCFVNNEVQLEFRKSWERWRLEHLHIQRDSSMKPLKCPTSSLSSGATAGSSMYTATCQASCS
#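 HEK293 cells stably co-expressing constitutively active GLP-1R and a cAMP-responsive luciferase reporter were seeded in DMEM with 10% Nu serum, given compounds after 12 h, and incubated 24 h at 37 deg C. Luminescence was then read.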
# PTHR1 ag = activates the human parathyroid hormone receptor PTHR1. HEK293 GP2 PTHR1 cells, GloSensor cAMP luminescence, 1 h. Potency, µM (titrated, usually from 115 µM), for inactives: at the highest dose activation, usual class: activators. actives 0.075% (n = 410,000). AID 743266; note: potency is the fitted concentration of half-maximal effect; nearly all actives have a fitted effect of over 55% in size; some results filed as inactive show a strong effect at the top dose; inactives centre near -15; many of its hits are not listed in these tables
# Target sequence (Q03431 whole entry, looked up): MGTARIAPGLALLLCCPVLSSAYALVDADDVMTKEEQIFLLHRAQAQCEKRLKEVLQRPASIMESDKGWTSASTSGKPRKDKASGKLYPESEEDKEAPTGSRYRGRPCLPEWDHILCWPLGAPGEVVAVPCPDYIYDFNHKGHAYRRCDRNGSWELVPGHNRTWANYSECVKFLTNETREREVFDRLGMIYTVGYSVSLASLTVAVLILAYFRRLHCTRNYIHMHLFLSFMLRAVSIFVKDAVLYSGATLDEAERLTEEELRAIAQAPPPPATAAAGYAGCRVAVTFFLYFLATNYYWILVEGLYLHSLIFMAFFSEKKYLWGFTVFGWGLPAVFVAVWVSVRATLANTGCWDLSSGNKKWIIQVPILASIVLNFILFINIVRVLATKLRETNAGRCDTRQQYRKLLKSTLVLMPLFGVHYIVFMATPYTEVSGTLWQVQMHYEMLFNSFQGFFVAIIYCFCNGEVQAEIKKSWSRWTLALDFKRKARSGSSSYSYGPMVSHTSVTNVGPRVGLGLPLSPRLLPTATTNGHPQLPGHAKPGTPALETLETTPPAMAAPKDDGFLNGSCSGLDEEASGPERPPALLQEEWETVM
#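 HEK-293-derived GP2 cells expressing PTHR1 and a GloSensor cAMP reporter, 3,000/well, plated overnight, given luciferin plus IBMX (each 0.5 mM as added) for 1 h at 37 °C, then compound for 1 h at 37 °C. Luminescence was read after 15 min at room temperature.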
# TDP-43 yeast inh = rescues yeast growth from TDP-43 toxicity; TDP-43 expressing yeast growth rescue, BacTiter-Glo, 24 h; Potency, µM (top dose mostly 46.1 µM), for inactives: top-dose growth rescue (activation), most hits filed as activators; actives 1.8% (n = 410,000); AID 652104; note: potency is the fitted concentration of half-maximal effect; % of control where 0% means no effect; nearly all actives have a fitted effect of over 50% in size
#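 Luminescence from BacTiter-Glo reports growth of TDP-43-expressing yeast after 24 hr at 30 deg C with compound. Cells were raffinose-pregrown to mid-log, then seeded in galactose medium at OD600=0.02.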
# pAkt inh = inhibitors of Akt phosphorylation; Neuro2A IGF-stimulated pAkt S473 HTRF, 20 min; active compounds read low; activity change, % for hits at 50 µM; actives 0.32% (n = 360,000); in the data active = activity change below about -80%; inconclusive = mostly about -51% to -80%; note: % is set by controls: 0 for no effect and ±100 for the full control effect
#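 Neuro2A cells (4,500/well, DMEM with 0.5% FBS) were treated with compound at a single 50 µM final concentration, stimulated with 6 nM IGF for 20 min at 37 °C, and lysed. Phospho-Akt Ser473 was read by HTRF as 665/615 ratio ×10^4.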
# GLP1R cytotox = cytotoxicity counter-screen for GLP-1 receptor inverse agonists; Potency, µM (titrated, usually from 38.3 µM), inactives show at the top dose activity change, negative = inhibition, hits mostly inhibitors; actives 0.13% (n = 410,000); HEK293 cAMP-luciferase reporter cells, luminescence, 24 h;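 note: loss of luciferase light is scored as toxicity; potency is the fitted concentration of half-maximal effect; % is set by controls: 0 for no effect and ±100 for the full control effect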
#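 Seeding density was 200 cells/uL; after overnight-length (12 h) culture, 23 nL compounds went on for 24 h at 37 °C. Readout used a luciferase detection reagent, luminescence taken after 12 min at room temperature.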
# Numbers without * were called inactive; i = inactive; ? = inconclusive; . = no result given; & = joins results of further samples; [ ] = remark or other dose. Unless noted, calls come from the whole dose curve; as a rule, active = well fitted curve in the direction sought with a large enough effect; inconclusive = small, poorly fitted or top-dose-only effect, or another doubt; inactive = no such curve, though single readings can be large; an effect the other way counts as inactive or inconclusive. Only part of the results is shown (hit frequency here may not be typical).
SMILES,Abeta yeast res,Mm-Cpn inhibitor,aSyn yeast inh,FUS yeast rescue,GLP1R inv ag,PTHR1 ag,TDP-43 yeast inh,pAkt inh,GLP1R cytotox
CCOC(=O)C1CCN(C(=O)c2ccc3c(c2)C(=O)N(c2ccccc2C)C3=O)CC1,1%,1%,1%,3%,-2%,-3%,?,i,-7%
CC(C)(C)C(=O)/C=c1\[nH]c(=O)/c(=C\c2ccc(F)cc2)s1,-4%,-1%,11%,5%,?,i,14%,i,?
COc1ccc(NC(=O)CCn2cccc2)cc1,15%,-3%,-3%,?,6%,6%[57.5 µM],-10%,i,9%
O=c1c2cn[nH]c2nc(SCc2ccccc2F)n1-c1ccc(Br)cc1,6%,2%,10%,25%,?,-32%,?,i,5%
CC(=O)c1c(C)nn(C(=O)N2CCOCC2)c1C,3%,-1%,1%,-8%,22%,i,19%,i,2%
Cc1ccc(-c2nn3c(C)nnc3s2)cc1NC(=O)c1ccc(-c2ccc(Cl)cc2Cl)o1,0%,0%,-2%,?,0%,i,-7%,i,2%
Cc1noc(C)c1CSc1nc2ccccc2c(=O)n1-c1ccccc1,11%[9.22 µM],1%,0%,-5%,?,-24%,?,i,-34%
COc1ccc(C2CC(c3ccccc3OC(C)=O)=NN2C(=O)/C=C/c2ccccc2)cc1 (configuration not stated),4%,-4%,17%,1%,3%,0%,23%,i,-4%
Cc1onc(-c2ccccc2)c1C(=O)NCc1ccccn1,16%,-20%,-12%,-2%,-2%,i,-1%,i,-12%
Cc1cccc(NC2SC(=O)N(c3ccccc3)C2=O)c1 (configuration not stated),16%,0%,-1%,7%,8%,i,1%,i,7%
O=C(Nc1ccc2snnc2c1)N1CCOCC1,10%,0%,1%,9%,14%,i,15%,i,-4%
CCc1ccc(C(=O)NNC(=O)C2CC(=O)N(c3ccc4c(c3)OCCO4)C2)cc1 (configuration not stated),6%,1%,1%,-12%,-7%,-45%[inhibitor],0%,i,-12%
CCN1CCCC1CNc1ncnc2c1[nH]c1ccc(F)cc12 (configuration not stated),14%,-4%,-1%,35%,?,i,-3%,i,-8%
COc1ccc(Cc2c(C3CCCCC3)nc3ccc(Cl)cn23)c(C)c1,21%,.,?,4%,?,-43%[inhibitor],16%,i,0%
CCOc1ccccc1NC(=O)CN1C(=O)C(=O)c2ccccc21,5%,.,.,-10%,-3%,i,0%,.,-3%
Cc1cccc(NC(=O)C2CCCN2C(=O)Oc2ccccc2)c1 (configuration not stated),6%,2%,-17%,2%,?,3%,-12%,i,0%
CCCS(=O)(=O)N1CCCC(C(=O)NCC(OC)OC)C1 (configuration not stated),1%,-1%,8%,-7%,-10%,i,3%,i,7%
CC(C)c1nnc(NC(=O)C2CCN(C(=O)c3ccco3)CC2)s1,-5%,0%,2%,16%,0%,i,4%,i,-14%
CCOC(=O)C(Cc1ccccc1)C(=O)NCc1cccnc1 (configuration not stated),5%,-5%,8%,-14%,5%,i,6%,i,1%
O=c1c2ccccc2n(Cc2ccccc2Cl)c(=O)n1CCc1ccccc1,-1%,.,.,-12%,-65%,i,20%,.,-28%

# Brought forward from above: 5 compounds, followed by the next part.
SMILES,Abeta yeast res,Mm-Cpn inhibitor,aSyn yeast inh,FUS yeast rescue,GLP1R inv ag,PTHR1 ag,TDP-43 yeast inh,pAkt inh,GLP1R cytotox
Cc1cccc(NC(=O)C2CCCN2C(=O)Oc2ccccc2)c1 (configuration not stated),6%,2%,-17%,2%,?,3%,-12%,i,0%
CCCS(=O)(=O)N1CCCC(C(=O)NCC(OC)OC)C1 (configuration not stated),1%,-1%,8%,-7%,-10%,i,3%,i,7%
CC(C)c1nnc(NC(=O)C2CCN(C(=O)c3ccco3)CC2)s1,-5%,0%,2%,16%,0%,i,4%,i,-14%
CCOC(=O)C(Cc1ccccc1)C(=O)NCc1cccnc1 (configuration not stated),5%,-5%,8%,-14%,5%,i,6%,i,1%
O=c1c2ccccc2n(Cc2ccccc2Cl)c(=O)n1CCc1ccccc1,-1%,.,.,-12%,-65%,i,20%,.,-28%
N#Cc1c[nH]n2c(NC3CCCC3)c(-c3ccc(Br)cc3)nc12,0%,.,.,33%,14%,-36%[inhibitor],23%[9.22 µM],.,9%
COc1ccc(CCNC(=O)c2ccc3c(c2)NC(=O)C(N2CCOCC2)S3)cc1OC (configuration not stated),7%,0%,9%,3%,2%,i,3%,i,-5%
O=C(CN1CCCC1)OCCCC1CCCCC1,-1%,0%,-7%,7%,-2%,i,-10%,i,2%
CN(C)c1nc(Oc2ccc(OCCOc3ccccc3)nn2)nc(N(C)C)n1,2%,1%,-2%,24%,0%,?,-2%,i,8%
CCn1ncc(Br)c1C(=O)Nc1ccc2c(c1)OCCO2,-16%,0%,10%,12%,-1%,-24%,18%[9.22 µM],i,11%
O=C(c1cc2cc(Br)ccc2oc1=O)N1CCCC1,5%,0%,4%,10%,105%[activator],-7%[57.5 µM],-6%,i,14%
O=C(NCc1cccs1)c1noc2c1CCCCC2,-1%,0%,-4%,11%,0%,-7%,-15%,i,12%
COc1ccc(N2CCc3c(C)nc(SC)nc32)cc1,-10%,-1%,8%,4%,47%[activator],i,5%,i,-1%
CC(C)CCN1CCN(Cc2cccs2)CC1CCO (configuration not stated),4%,3%,-7%,-5%,3%,i,-14%,i,-7%
CCCCn1nc2cc(C(=O)NCc3ccccc3OC)ccc2c1OCC,2%,-1%,-2%,-6%,14%,5%,2%,i,1%

# Profiles, looked up by structure. Screens in order: Abeta yeast res	Mm-Cpn inhibitor	aSyn yeast inh	FUS yeast rescue	GLP1R inv ag	PTHR1 ag	TDP-43 yeast inh	pAkt inh	GLP1R cytotox
# O=C(c1cc2cc(Br)ccc2oc1=O)N1CCCC1 is listed as 5%	0%	4%	10%	105%[activator]	-7%[57.5 µM]	-6%	i	14%
# O=C(NCc1cccs1)c1noc2c1CCCCC2 is listed as -1%	0%	-4%	11%	0%	-7%	-15%	i	12%

# Next entries:
SMILES,Abeta yeast res,Mm-Cpn inhibitor,aSyn yeast inh,FUS yeast rescue,GLP1R inv ag,PTHR1 ag,TDP-43 yeast inh,pAkt inh,GLP1R cytotox
CCOC(=O)/C(=C/Nc1ccc(F)c(F)c1)[N+](=O)[O-],-1%,-1%,-11%,23%,-18%,-17%,-4%,i,-1%
Cc1cccc(C)c1NC(=O)CNC(=O)c1ccc(N2CCOCC2)c([N+](=O)[O-])c1,1%,.,1%,-29%,14%,-17%,4%,i,3%
Cc1cccc(NC(=O)Cn2nnc(C(=O)NCc3ccco3)c2N)c1,-20%&-10%,0%,13%,-7%&7%,-4%&-23%,-10%&-7%,-6%&-2%,i,7%&4%
O=C(NCc1cccnc1)C1CCN(S(=O)(=O)c2cc(Cl)ccc2Cl)CC1,6%,-3%,3%,4%,1%,-24%,-5%,i,-4%
CC(c1cccnc1)N(C(=O)Nc1ccccc1)C1CCCCC1 (configuration not stated),-5%,0%,-10%,-19%,7%,i,21%,i,-3%
COCCN(C(=O)COC(=O)/C=C/c1ccc(Cl)c(Cl)c1)c1c(N)n(Cc2ccccc2)c(=O)[nH]c1=O,-16%,.,-6%,.,-19%,-1%,5%,i,4%
CSCCC(NC(=O)c1ccc(=O)n(C)n1)c1nc2ccccc2[nH]1 (configuration not stated),-5%,0%,-3%,7%,7%,i,0%,i,1%
CCN(C(=O)CCc1nc(-c2ccc(C)cc2)no1)c1cc(C)ccc1C,5%,.,.,?,?,-5%,-3%,.,10%
COc1ccccc1C(=O)NCCNc1nc2cc(C)cc(C)c2cc1C#N,-9%,-20%,1%,-5%,14%,i,?,i,-4%
COc1ccc(Br)cc1C(=O)N/N=C/c1ccc2c(c1)n(C)c(=O)n2C,-11%,-8%,-1%,5%,1%,-8%,13%,i,13%
CCN(CC)S(=O)(=O)c1ccc(OC)c(NC(=O)CSc2cc(Cl)ccc2Cl)c1,24%,-3%,1%,.,?,i,3%,i,-1%
Cc1n[nH]c(=O)nc1N/N=C/c1cccs1,-24%,2%,-18%,-2%,12%,i,-6%[0.397 µM],i,?
O=C(NCC1CCCO1)c1sc2cc(Cl)ccc2c1Cl (configuration not stated),11%,3%,3%,7%,28%,i,?,i,-1%
CN1CCN(C(=O)C2=C[C@H](c3ccc(C(F)(F)F)cc3)C[C@H](OCc3ccc(CO)cc3)O2)CC1,-1%,.,-1%,2%,?,-4%,4%,i,3%
CC(C)(C)OC(=O)N1CCC(C(=O)N[C@@H](Cc2ccccc2)C(=O)O)(c2ccccc2)CC1,10%,1%,-6%,35%,0%,i,-9%,i,6%
O=[N+]([O-])c1ccc(Oc2c(F)c(F)nc(N3CCCC3)c2F)cc1,4%,.,-9%,-9%,?,-2%[57.5 µM],-12%,.,3%
COc1cccc(NC(=O)c2cc([N+](=O)[O-])ccc2N2CCN(C)CC2)c1,7%,2%,-5%,-3%,9%,i,-15%[0.397 µM],i,-11%
Cc1nnc(Nc2ccc(C(=O)NCCO)cc2)c2ccccc12,6%,-1%,4%,10%,4%,-34%[inhibitor][57.5 µM],-16%,i,-12%
O=C(CN(Cc1ccccc1Cl)C(=O)CNS(=O)(=O)c1ccccc1)NCC1CCCO1 (configuration not stated),-6%,0%,1%,8%,-6%,-57%[inhibitor],-8%,i,4%
